Mcl-1 Bim block – inhibitors of Bim-Mcl-1 interaction, human. Q07820. AID 1009. inhibition, % at 10 µM. 0.1% of 190,000 active. Bead-based flow cytometry, Bim peptide-Mcl-1 binding;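 further: 0% = no compound tracer wells and 100% = peptide blocker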
Target sequence (Q07820 whole entry, looked up): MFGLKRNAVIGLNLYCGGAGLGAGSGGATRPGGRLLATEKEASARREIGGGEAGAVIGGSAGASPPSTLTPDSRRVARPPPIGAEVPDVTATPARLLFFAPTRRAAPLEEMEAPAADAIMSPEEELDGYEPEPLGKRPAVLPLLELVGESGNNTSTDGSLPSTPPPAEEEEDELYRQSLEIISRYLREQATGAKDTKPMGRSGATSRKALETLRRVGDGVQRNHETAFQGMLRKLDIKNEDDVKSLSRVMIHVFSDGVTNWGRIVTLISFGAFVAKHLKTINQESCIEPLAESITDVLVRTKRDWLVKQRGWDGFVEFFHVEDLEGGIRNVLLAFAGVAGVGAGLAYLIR
Bim-Bfl-1 – inhibitors of Bim-Bfl-1 interaction, human | Bead-based flow cytometry, Bim-Bfl-1 binding inhibition | inhibition, % at 10 µM | 0.12% of 190,000 active | AID 1008;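 further: 0% = wells without compound plus tracer and 100% = blocker peptide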
Mcl1-Bid inh – Mcl-1/Bid interaction inhibition. TR-FRET Mcl-1/Bid-Dy647 peptide binding, 1536-well. Q07820. AID 1021. inhibition, % at 21.7 µM. 0.97% of 220,000 active;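 active means compounds that cut the binding signal by more than half at the single screening dose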;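 further: His-tagged Mcl-1 with europium anti-His antibody binding Bid BH3 peptide; 0% = Mcl-1 plus peptide wells and 100% = peptide-only wells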
Bcl-2 Bim block – inhibitors of Bim-Bcl-2 interaction, human | P10415 | Bead-based flow cytometry, Bim peptide-Bcl-2 binding | inhibition, % at 10 µM | 0.06% of 190,000 active | AID 950; in the data active means inhibition above about 40%;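 further: 0% = no compound wells with probe peptide and 100% = reference peptide inhibitor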
Target sequence (P10415 whole entry, looked up): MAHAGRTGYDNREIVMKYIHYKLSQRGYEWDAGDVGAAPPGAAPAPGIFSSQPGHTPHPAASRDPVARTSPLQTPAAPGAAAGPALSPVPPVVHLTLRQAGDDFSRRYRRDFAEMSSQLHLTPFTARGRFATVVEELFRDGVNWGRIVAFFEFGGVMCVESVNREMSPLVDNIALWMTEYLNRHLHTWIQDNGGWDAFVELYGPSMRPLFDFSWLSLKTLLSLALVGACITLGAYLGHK
RGS7-Gao reg – regulators of human RGS7-Galphao interaction; Multiplexed bead flow cytometry, RGS7-Galphao binding; actives lie on both sides; binding response (% of control), % at 10 µM; 0.35% of 220,000 active; AID 1439; in the data active means binding response below about 49% or above about 150%;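 further: fluorescent Galphao held in activated GDP-AlF4 state binding bead-coupled RGS7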
GSH fluor – compound fluoresces at 488/530 nm on GSH beads; GSH beads flow cytometry, compound fluorescence 488/530 nm; hits give high values; fluorescence (KMESF) at 10 µM; 0.25% of 190,000 active; AID 1776; in the data active means fluorescence above about 89;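 further: glutathione beads carrying GST-tagged Bcl family fusion proteins plus one bare bead set; values are compound well signal with DMSO vehicle wells as background; inactives centre near 16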
Bim-Bcl-XL – human Bim-Bcl-XL interaction inhibition; Q07817; Bim peptide-Bcl-XL binding, bead flow cytometry, fluorescence; inhibition, % at 10 µM; 0.04% of 190,000 active
Target sequence (Q07817 whole entry, looked up): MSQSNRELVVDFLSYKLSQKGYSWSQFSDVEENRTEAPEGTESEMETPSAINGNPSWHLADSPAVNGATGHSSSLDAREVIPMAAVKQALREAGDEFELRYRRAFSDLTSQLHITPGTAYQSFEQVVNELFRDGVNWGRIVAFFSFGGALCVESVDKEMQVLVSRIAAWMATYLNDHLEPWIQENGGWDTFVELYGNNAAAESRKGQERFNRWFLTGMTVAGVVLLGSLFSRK
RGS8-Gao reg – modulates binding of RGS8 to human Galphao. multiplexed bead flow cytometry; actives lie on both sides. 0.34% of 220,000 active. response (percent of control binding), % at 10 µM; in the data active means response below about 60% or above about 140%; inactive means in between;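 further: Galphao activated as the GDP aluminium fluoride complex binding bead-coupled RGS8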
Bcl-W Bim block – disrupts Bim peptide binding to human Bcl-W; Q92843; bead-based flow cytometry; inhibition, % at 10 µM; 0.02% of 190,000 active; AID 952;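 further: 0% = bound tracer without compound and 100% = peptide blocker; higher means less fluorescent Bim peptide bound to Bcl-W beads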
Bcl-B Bim block – inhibitors of Bim-Bcl-B interaction, human | inhibition, % at 10 µM | 0.073% of 190,000 active | bead-based flow cytometry, Bim peptide-Bcl-B binding;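 further: 0% = tracer peptide without compound and 100% = reference inhibitor peptide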
Target sequence (Q9HD36 whole entry, looked up): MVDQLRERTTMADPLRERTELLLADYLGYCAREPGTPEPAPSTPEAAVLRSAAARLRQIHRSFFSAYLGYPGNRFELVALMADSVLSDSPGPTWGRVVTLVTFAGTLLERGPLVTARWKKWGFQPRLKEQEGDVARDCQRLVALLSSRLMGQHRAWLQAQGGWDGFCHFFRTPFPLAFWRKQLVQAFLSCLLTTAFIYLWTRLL
RGS4-Gao reg – modulates binding of RGS4 to human Galphao; P09471; Multiplexed bead flow cytometry; actives lie on both sides; binding response (% of control), % at 10 µM; 0.33% of 220,000 active; in the data active means binding response below about 49% or above about 150%; inactive means in between;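 further: fluorescent Galphao activated with aluminum fluoride binding bead-coupled RGS4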
* marks the source's active call; other numbers are inactive results. Unless noted, no stated cut-off is given here; in the data, active means inhibition above about 40%.

SMILES	Mcl-1 Bim block	Bim-Bfl-1	Mcl1-Bid inh	Bcl-2 Bim block	RGS7-Gao reg	GSH fluor	Bim-Bcl-XL	RGS8-Gao reg	Bcl-W Bim block	Bcl-B Bim block	RGS4-Gao reg
O=C1COc2ccc(C(=O)c3ccccc3)cc2CN1	0.0	-17.0	14.8	-11.0	87.6	29	-1.0	90.2	-1.0	-8.0	86.3
N#Cc1ccccc1CSC1=NCCS1	0.0	-5.0	-39.9	-3.0	98.2	11	0.0	102.3	-4.0	-4.0	99.8
CC1CCCC(NC(=O)Cn2cc3c(n2)CCCCC3)C1C (configuration not stated)	-2.0	-6.0	1.9	-3.0	101.7	19	-5.0	104.9	-1.0	-6.0	100.8
CCN(CC)S(=O)(=O)c1ccc(N/N=C(\C)c2ccc3c(c2)OCO3)c([N+](=O)[O-])c1	0.0	-14.0	6.2	-10.0	99.8	11	-7.0	99.9	0.0	-5.0	100.3
Cc1[nH]c2ccccc2c1/C=N/Nc1ccc(F)cc1F	-4.0	0.0	-26.7	0.0	108.2	9	0.0	99.4	0.0	0.0	98.5
COCC(C)NC(=O)CSc1nc2nn(-c3ccccc3)c(=O)c-2c2n1CCCCC2 (configuration not stated)	-6.0	-1.0	-16.1	-5.0	98.0	25	-4.0	101.3	2.0	-8.0	102.3
O=C(C1=C[C@@H](c2ccc(C(F)(F)F)cc2)C[C@@H](OCc2ccc(CO)cc2)O1)N1CCN(Cc2ccccc2)CC1	0.0	-4.0	-14.7	0.0	100.9	18	-2.0	103.7	-1.0	-4.0	101.8
COc1ccccc1N1CCN(C(=O)CCCCCn2c(=O)[nH]c3ccsc3c2=O)CC1	-26.0	0.0	-13.1	-3.0	105.3	9	-16.0	104.2	-11.0	-4.0	104.7
COc1ccc(NC(=O)c2cccc(NC(=O)c3ccco3)c2)c(OC)c1	-2.0	-1.0	-17.6	-1.0	99.7	13	-2.0	94.9	0.0	1.0	95.0
O=C(NC1CCCCC1)N(C1=NCCCCC1)c1ccc(Br)cc1	-5.0	-6.0	16.8	-6.0	100.6	10	-7.0	102.6	-6.0	-9.0	102.8
O=C(C1=C[C@H](c2coc3ccccc3c2=O)C[C@H](OCc2ccc(CO)cc2)O1)N1CCN(Cc2ccc3c(c2)OCO3)CC1	0.0	-6.0	-6.5	-4.0	105.7	19	-5.0	100.5	0.0	-3.0	103.0
O=c1[nH]c2cc(NCCO)c([N+](=O)[O-])cc2[nH]1	4.0	-2.0	-25.4	4.0	106.1	15	0.0	101.2	0.0	-3.0	105.4
O=C(O)c1ccc(N2CCS(=O)(=O)CC2)cc1	-1.0	-7.0	-27.4	-9.0	95.0	27	-4.0	93.1	-5.0	-5.0	96.2
O=C(Cn1nnc(-c2ccccc2Cl)n1)NCc1ccc2c(c1)OCO2	3.0	-13.0	-0.5	-3.0	105.1	12	0.0	101.8	2.0	-2.0	106.5
COc1cc(NC(=O)COC(=O)/C=C/c2ccc(O)c(OC)c2)cc(OC)c1	-4.0	-6.0	-31.3	-5.0	100.0	65	-2.0	103.7	0.0	-4.0	102.8

Single entries from the results shown:
Bim-Bfl-1 with O=C1COc2ccc(C(=O)c3ccccc3)cc2CN1 : -17.0
Mcl-1 Bim block with COc1ccccc1N1CCN(C(=O)CCCCCn2c(=O)[nH]c3ccsc3c2=O)CC1 : -26.0

Carrying on:
SMILES	Mcl-1 Bim block	Bim-Bfl-1	Mcl1-Bid inh	Bcl-2 Bim block	RGS7-Gao reg	GSH fluor	Bim-Bcl-XL	RGS8-Gao reg	Bcl-W Bim block	Bcl-B Bim block	RGS4-Gao reg
COCCCNC(=O)c1ccc(CN2CCc3ccccc3C2)cc1	-3.0	-4.0	-35.2	0.0	97.7	12	-1.0	96.5	-1.0	-3.0	101.7
COc1ccc(C(=O)N2CCN(Cc3cc(OC)c(O)c(OC)c3)CC2)cc1OC	0.0	-12.0	58.5*	-8.0	101.7	12	-3.0	100.5	0.0	-9.0	99.9
Cc1c(C(=O)O)sc(=S)n1-c1ccccc1	-4.0	1.0	-15.4	0.0	95.0	5	0.0	92.3	-1.0	-3.0	88.2
COCCn1nnnc1C(c1cc2ccc(OC)cc2[nH]c1=O)N1CCc2ccccc2C1 (configuration not stated)	-6.0	-20.0	-16.5	-8.0	107.0	19	-8.0	101.7	-2.0	-6.0	101.5
CCCn1cc(S(=O)(=O)CC(=O)N2CCc3ccccc32)c2ccccc21	0.0	-7.0	-11.9	-4.0	102.5	30	-2.0	101.5	0.0	-4.0	104.3
N#CCSc1nc2c(c(=O)n1Cc1ccccc1)C1(CCCC1)Cc1ccccc1-2	-1.0	-4.0	3.4	-5.0	108.8	12	-5.0	108.4	1.0	-7.0	108.1
CCOc1cc2nc(-c3ccc(OC)c(OC)c3)nc(N3CCOCC3)c2cc1OC	-1.0	-1.0	6.4	0.0	99.1	10	0.0	103.5	-2.0	0.0	101.5
COC(=O)c1ccc2c(=O)n(CCCCCC(=O)NC(C)C)c(=O)[nH]c2c1	1.0	-6.0	-6.4	-3.0	97.2	10	-2.0	100.6	0.0	-2.0	101.5
FC(F)(F)c1cc(C(F)(F)F)c2ccc(N/N=C/c3ccccc3)nc2n1	2.0	0.0	8.4	-1.0	102.1	20	0.0	104.9	1.0	0.0	101.9
Cc1nc2ccccc2c(=O)n1NC(=O)/C=C/c1ccccc1	-3.0	-16.0	-12.3	-9.0	89.4	13	0.0	95.7	0.0	-3.0	89.0
CCOP(=O)(C1=C(O)C(=O)C(C(C)(C)C)=CC1=O)c1ccccc1 (configuration not stated)	-1.0	-5.0	-30.6	0.0	98.5	9	-2.0	101.4	-3.0	-9.0	104.4
COCc1cc(C)nc(OCC(=O)N/N=C/c2ccc(-c3cc([N+](=O)[O-])ccc3Cl)o2)c1C#N	-2.0	0.0	-3.0	-2.0	103.4	12	1.0	103.6	0.0	0.0	106.1
Cc1ccc(N/C(N)=N/c2nc(CSc3nnc(C)s3)cc(=O)[nH]2)c(C)c1	0.0	-3.0	-37.8	-6.0	95.0	12	-5.0	98.6	-3.0	-2.0	99.0
CC(=NCCCN(C)C)C1=C(O)c2ccccc2C1=O	0.0	2.0	-6.3	2.0	104.3	7	0.0	100.0	-4.0	0.0	110.1
COC(=O)C1=C(C)Nc2ncnn2C1c1ccccn1 (configuration not stated)	-6.0	-21.0	0.4	-12.0	96.3	36	-11.0	98.9	-5.0	-10.0	99.8
COc1cc(/C=N/NC(=O)c2ccc(O)cc2)ccc1Oc1ccc([N+](=O)[O-])cn1	-4.0	-5.0	-7.8	-8.0	110.5	18	-10.0	106.6	-6.0	-6.0	108.1
O=C1CCCN1c1ccc(S(=O)(=O)N2CCN(c3ccccn3)CC2)cc1	-2.0	-11.0	-1.7	-9.0	103.9	29	-13.0	112.5	-3.0	-6.0	112.0
Cc1cc(C)n2c(SCC(=O)Nc3ncc(C(F)(F)F)cc3Cl)nnc2n1	0.0	2.0	-44.9	-4.0	92.6	50	-7.0	100.0	-3.0	-14.0	93.7
COc1ccc(C2C(C#N)=C(N)N(c3cccnc3)C3=C2C(=O)CCC3)cc1Cn1cc([N+](=O)[O-])cn1 (configuration not stated)	-10.0	-6.0	13.6	-3.0	101.5	24	-11.0	99.5	-5.0	-6.0	102.8
CCCCNCc1cc(Cl)c(OCCC)c(OCC)c1	-3.0	-12.0	-16.4	-11.0	102.8	9	-4.0	104.3	0.0	-9.0	103.6
CC1(C)Cc2c(sc(NC(=O)c3ccccc3)c2C(=O)O)CO1	0.0	0.0	-40.1	-3.0	102.7	10	-1.0	99.0	0.0	-8.0	99.6
CN1CCN(c2ccc(NC(=O)c3ccc4c(c3)[nH]c(=O)n4Cc3ccc(F)cc3)cc2)CC1	0.0	0.0	-58.6	3.0	104.2	9	-3.0	108.6	0.0	4.0	104.5
Cc1ccc(C2CC2C(=O)NNC(=S)Nc2ccc(Cl)cc2)cc1 (configuration not stated)	3.0	-2.0	-45.6	-1.0	100.3	17	-4.0	101.2	-5.0	-9.0	98.5
COCCSc1nnc(NC(=O)C2CCCO2)s1 (configuration not stated)	-2.0	-13.0	-10.7	-10.0	97.0	25	-6.0	104.5	-2.0	-6.0	102.6
O=C(Nc1nnc(Cc2ccc(Cl)cc2)s1)c1ccco1	-4.0	-3.0	-5.3	-3.0	102.9	24	-6.0	106.2	-2.0	-7.0	100.7
CCN1C(=O)c2cccc3c(S(=O)(=O)N(C(=O)c4ccncc4)c4ccc(OC)cc4)ccc1c23	-4.0	0.0	-46.1	-2.0	101.0	6	-3.0	99.5	0.0	-7.0	100.5
CC(C)n1c(-c2ccco2)csc1=Nc1cccnc1	-1.0	-10.0	-21.8	-7.0	95.4	23	-2.0	97.3	0.0	-7.0	97.6
Cc1cccc(NC(=O)c2cc(NC(=O)c3ccco3)ccc2Cl)n1	-1.0	-9.0	-7.5	-9.0	101.5	23	-5.0	105.3	-2.0	-8.0	103.9
COC(=O)C1=C(N)N(c2ccc(F)cc2)C2=C(C(=O)CCC2)C1c1ccc2c(c1)OCO2 (configuration not stated)	-2.0	-12.0	-15.8	-7.0	99.8	31	6.0	98.5	-3.0	-9.0	97.5
CCCC1Cc2c(sc(NC(=S)NC(=O)c3ccccc3)c2C#N)CO1 (configuration not stated)	0.0	-8.0	-42.7	-6.0	104.2	13	-2.0	105.5	-7.0	0.0	104.5
Cc1ccc(-n2c(O)c(C=Nc3cc(C)on3)c3ccccc3c2=O)c(C)c1	-26.0	-6.0	-29.2	-5.0	100.3	17	-16.0	97.9	-16.0	-10.0	99.4
O=C(CSCc1ccccc1)N/N=C/c1ccccc1OCc1ccccc1	-5.0	-4.0	-20.8	-5.0	100.7	27	-8.0	101.6	-2.0	-8.0	100.3
CC(=O)c1cccc(NC(=S)NC(=O)CC(C)C)c1	-2.0	-11.0	-68.7	-5.0	96.7	16	-6.0	97.4	0.0	-4.0	100.9
CCSc1nnc(-c2cccnc2)n1-c1ccc(Cl)c(C)c1	-5.0	-17.0	-31.2	-12.0	100.4	23	-7.0	100.7	-3.0	-8.0	101.7
O=C(CN1CCOCC1)N1CCN(c2ccc3ccccc3n2)CC1	0.0	-7.0	26.8	-2.0	103.2	17	1.0	103.0	0.0	-3.0	102.8
Cc1cc(C)nc(SCC(=O)N/N=C/c2cccc([N+](=O)[O-])c2)n1	-5.0	-18.0	6.0	-8.0	96.4	13	-12.0	99.5	-4.0	-11.0	93.8
Cc1cc(SCC(=O)c2cccs2)n2nc(C)c(-c3ccc(Cl)cc3)c2n1	-2.0	-6.0	-23.6	-5.0	88.1	11	-6.0	93.4	0.0	-6.0	88.1
Cc1ccc(S(=O)(=O)NCc2n[nH]c(=S)n2C)cc1	-3.0	0.0	-35.4	-1.0	102.2	15	-2.0	101.0	-3.0	-6.0	100.4
C[C@@]12CC(=O)NC1N(C(=O)c1cccc(C(F)(F)F)c1)C(c1ccccc1O)C2 (some centres not stated)	0.0	-14.0	-10.2	-10.0	100.6	24	-1.0	104.7	0.0	-4.0	102.0
O=C(NCC1CCCO1)c1ccc(S(=O)(=O)N2CCCCC2)cc1 (configuration not stated)	-3.0	-11.0	-7.4	-5.0	100.1	33	0.0	104.5	1.0	-6.0	102.0

Bioassay records deposited in PubChem by several laboratories.
